TNAP inh noacc: human TNAP enzyme inhibitors, primary screen, biochemical, luminescent, no phosphate acceptor, uHTS; AID 1012, 2008; inhibition, % at 20 µM; purified TNAP, CDP-star luminescence, 30 min; hit rate 0.26% among 200,000; Alkaline phosphatase, tissue-nonspecific isozyme (Homo sapiens), P05186;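 active = tissue-nonspecific alkaline phosphatase inhibition above about 50% at 20 µM in the single-dose screen, limit read from the data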;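 note: 0% = DMSO negative control and 100% = EDTA positive control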
bIAP inhibitor: bovine intestinal alkaline phosphatase inhibitors, primary screen, selectivity assay for TNAP inhibitor project, biochemical, bovine IAP, CDP-star luminescence; inhibition, % at 20 µM; alkaline phosphatase, intestinal [Bos taurus]; 190,000 tested, under 10 active; AID 1019, 2008; purified bovine IAP, 30 min;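 active = over 50% inhibition of intestinal alkaline phosphatase at 20 µM in the single-dose screen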
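test system = bovine IAP enzyme | medium = DEA buffer 100 mM, pH 9.8, with MgCl2 1.0 mM, ZnCl2 0.02 mM | detection = luminescence | dosing = single compound dose of 20 µM, 2% DMSO final | incubation = 30 min reaction at room temperature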
RAM network inh: inhibitors of the yeast RAM network, primary screen, dse1pr::URA3 reporter, 5-FOA selection | S. cerevisiae dse1pr::URA3 reporter, 5-FOA growth OD615, 2 d; analog-sensitive cbk1-as2 kinase mutant strain | inhibition, % at 50 µM | hit rate 1.8% among 190,000 | AID 868, 2007;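 active = inhibition above a set limit, 3 SD over mean compound inhibition, cut at about 8.4% in these data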;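 note: 0% = DMSO-only wells with no growth and 100% = 10 µM 1-NA-PP1 full growth; inhibition rescues growth on 5-FOA so higher OD means more RAM inhibition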
L major viab: Leishmania major promastigote growth inhibition, primary screen. Leishmania major promastigotes, resazurin fluorescence viability. inhibition, % at 10 µM. hit rate 9% among 200,000; in the data active = inhibition above about 50%;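 note: promastigotes grown with compound for 44 hours at 28 °C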
FLuc act counter: FLuc activators, initial screening, artefact control for FLuc-dependent activation tests, biochemical, ATPlite luminescence. Luciferin 4-monooxygenase (Photinus pyralis), P08659. ATPlite luciferase biochemical, 10 min; 0 = ATP-free wells, 1 = DMSO control. activation factor at 10 µM. 200,000 tested, under 10 active. AID 1027, 2008;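 active = luciferase activation factor, scaled between plate controls, of at least 2 with compound at 10 µM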
Target sequence (P08659 whole entry, looked up): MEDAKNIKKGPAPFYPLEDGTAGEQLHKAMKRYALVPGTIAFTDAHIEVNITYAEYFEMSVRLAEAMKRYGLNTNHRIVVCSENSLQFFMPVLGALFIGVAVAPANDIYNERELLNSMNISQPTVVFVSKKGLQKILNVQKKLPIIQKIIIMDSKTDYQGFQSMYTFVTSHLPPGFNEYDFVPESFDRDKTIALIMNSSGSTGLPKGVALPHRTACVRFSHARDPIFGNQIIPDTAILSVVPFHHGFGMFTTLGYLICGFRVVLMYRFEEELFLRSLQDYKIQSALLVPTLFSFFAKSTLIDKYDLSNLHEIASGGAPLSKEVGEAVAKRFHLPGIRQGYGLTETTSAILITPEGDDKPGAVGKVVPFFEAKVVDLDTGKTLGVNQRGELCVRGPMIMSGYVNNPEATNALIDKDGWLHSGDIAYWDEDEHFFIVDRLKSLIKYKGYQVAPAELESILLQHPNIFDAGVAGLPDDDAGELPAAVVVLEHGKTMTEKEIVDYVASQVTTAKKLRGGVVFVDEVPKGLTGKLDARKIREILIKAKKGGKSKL
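Material: Luciferase/luciferin reagent mix | Doses: Test compounds dosed from 2 mM stocks in 100% DMSO | Timing: 10 min incubation after luciferase reagent addition, room temperature | Measured by: Luminescence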
TNAP act hi DEA: TNAP activators at high phosphate acceptor level, primary screen, biochemical, luminescence, uHTS; Alkaline phosphatase, tissue-nonspecific isozyme (Homo sapiens), P05186; purified TNAP, CDP-star luminescence, 1 M DEA, 30 min; stronger effect = higher value; 0 = EDTA background, 1 = DMSO-only activity; activation factor at 20 µM; 200,000 tested, under 10 active;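 active = activation factor at least 2 at 20 µM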
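Dosing: 20 µM single point. System: human TNAP. Amount: TNAP 1/800 final. Incubation: 30 min, room temperature. Read-out: TNAP activation factor scaled between EDTA and DMSO control wells. Signal: luminescence from CDP-star hydrolysis. Medium: 1 M DEA, pH 9.8, Mg2+, Zn2+. Control set: EDTA negative control, DMSO positive control.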
TNAP inh hi DEA: human TNAP enzyme inhibitors, primary screen, biochemical, luminescent, high phosphate acceptor level, uHTS; hit rate 0.03% among 200,000; Alkaline phosphatase, tissue-nonspecific isozyme (Homo sapiens), P05186; purified TNAP, CDP-star luminescence, 1 M DEA; AID 1135, 2008; inhibition, % at 20 µM;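 active = over 50% inhibition of tissue-nonspecific alkaline phosphatase at 20 µM in the single-dose screen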;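 note: plate controls were DMSO wells for no effect and EDTA-quenched wells as full inhibition for full effect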
FLuc inhib CS: firefly luciferase enzyme inhibitors, primary screen, artefact control for luciferase-based inhibitor screens, biochemical, luminescence, ATPLite; Luciferin 4-monooxygenase (Photinus pyralis), P08659; inhibition, % at 10 µM; 10 min; hit rate 1.5% among 200,000;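 active = inhibition above about 50% when tested at 10 µM, limit read from the data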
bIAP activator: bovine intestinal alkaline phosphatase activators, primary screen, biochemical, bovine IAP, CDP-star luminescence | purified bovine IAP, 30 min; stronger effect = higher value; fold of DMSO-control signal, blank-subtracted | hit rate 0.17% among 200,000 | activation factor at 20 µM | alkaline phosphatase, intestinal [Bos taurus] | AID 1016, 2008;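 active = activation factor of 2 or more at 20 µM, a signal rise over negative controls twice the positive control's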
APP transl inh: inhibitors of APP translation via 5'UTR reporter, primary screen, APP 5'UTR luciferase, SH-SY5Y cells; SH-SY5Y APP 5'UTR-luciferase reporter, luminescence; inhibition, % at 2 µM; hit rate 0.82% among 190,000; AID 1285, 2008;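 active = inhibition above a set limit, derived from the sample mean plus 3 SD, cut at about 45% in these data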; note: values of inactives mirror those of a sister screen read the other way
Numbers without * were called inactive.

SMILES	TNAP inh noacc	bIAP inhibitor	RAM network inh	L major viab	FLuc act counter	TNAP act hi DEA	TNAP inh hi DEA	FLuc inhib CS	bIAP activator	APP transl inh
CCOC(=O)N1CCN(C(=O)C(CC)n2nc(C)c3sc4ccccc4c3c2=O)CC1 (stereo not given)	-8	-3	2.4	4	1	1	0	-4	1	-13
CC(=O)NCCn1c(C)cc2ccccc21	-7	11	0.6	-3	1	1	1	-2	0.9	8
N#CCCn1c(SCC(=O)c2c[nH]c3ccccc23)nc2ccccc21	-6	16	3.3	44	1.1	1.1	-7	-12	0.8	-11
CCn1c(C)nc2cc(C(=O)NNC(=S)NC(=O)c3ccccc3)ccc21	-91	-34	2.2	10	1	1.1	-8	3	1.3	-9
O=C(O)C1CC=CCC1C(=O)NCc1ccccc1 (stereo not given)	-15	9	0.1	-4	1	1.1	-5	-3	0.9	-22
O=C(Nc1ccc2c(c1)OCCO2)c1cccnc1	-16	11	1.8	-5	0.8	1	-5	17	0.9	-27
Cc1cccc(C(=O)Nc2cccc(Br)c2)c1[N+](=O)[O-]	-11	8	1.9	16	1	1.1	-7	-3	0.9	-17
CCCC(CCC)C(=O)Nc1ccncc1	-8	8	-0.9	-2	1	1	-4	-3	0.9	8
S=C(NC1CCCC1)N1CCN(c2ccccn2)CC1	-13	-2	2.0	-1	1.1	1	2	-6	1	-31
CCc1ccc(S(=O)(=O)NCc2csc(C)n2)s1	2	6	1.1	-6	1.1	1	2	-6	0.9	-12
O=c1[nH]c(SCc2cccc(Cl)c2)nc2c1CCCC2	-11	14	0.7	-10	1.1	1.1	-7	-6	0.9	1
N#CCc1ccc(Oc2ncc(C(F)(F)F)cc2Cl)cc1	-8	-16	3.9	1	1	1	-1	-4	1.2	7
Cn1c(=O)c2c(nc(NCC(O)CO)n2CCc2ccccc2)n(C)c1=O (stereo not given)	-10	11	1.1	-1	1.1	1	-4	-8	0.9	-4
O=C(NC(=S)N1CCN(c2ccc(F)cc2)CC1)C12CC3CC(CC(C3)C1)C2	-6	4	2.6	80*	1.1	1	-2	-7	1	4
Cc1cc(-c2ccccc2)c(C#N)c(N)n1	-6	7	-0.1	3	1.1	1	-4	-7	0.9	16
CC1(C)NC(=O)N(CCOc2cccc(Cl)c2Cl)C1=O	-5	10	0.0	-3	1	1	1	-2	0.9	-20
Cc1cccc(-n2c(SCc3ccc(C#N)cc3)nnc2-c2c[nH]c3ccccc23)c1	-20	-14	1.0	98*	1.1	1.1	-5	-5	1.1	-10
CC(=O)N1CC2(CC(=O)OC(C)C)CN(C(C)=O)CC(CC(=O)OC(C)C)(C1)C2=O	-10	0	0.8	-4	1	1.1	-7	-1	1	3
CCCCCC(=O)N(CN1C(=O)CCC1=O)c1ccccc1	-9	7	0.6	0	1.1	1	-2	-5	0.9	7
CC(=O)Oc1ccccc1C1OC(=O)c2ccccc2N1C(C)=O (stereo not given)	-9	14	-0.2	-3	1	1	2	-4	0.9	-2
N/C(Cc1ccc(Cl)c(Cl)c1)=N\OC(=O)c1cccs1	-9	14	-0.3	-6	1	1	-2	-4	0.9	1
C=C(Cl)COc1ccc2c(C)cc(=O)oc2c1	-7	-6	2.9	-3	1	1	0	-3	1.1	2
COc1ccc(Nc2nc(CN3CCOCC3)nc3sc4c(c23)CCC(C)C4)cc1OC (stereo not given)	-19	12	-0.5	41	1	1.1	-6	-5	0.9	9
Cn1c(/C=N/NC(=O)c2ccccc2)nc2ccccc21	24	-2	1.6	-5	1	1	0	-3	1	12
O=c1c([N+](=O)[O-])cc(C(F)(F)F)cn1Cc1cccc(Cl)c1	-9	7	0.3	24	1.1	1	-4	-5	0.9	-5
CC(=O)NCCc1nc2ccccc2n1CCc1ccccc1	-5	10	0.2	0	1	1.1	-7	0	0.9	-3
O=C(CCC(=O)OCC(F)(F)C(F)F)Nc1ccccc1F	-7	0	0.0	-5	1	1	2	-2	1	-5
Clc1cccc(NCc2cn3cccnc3n2)c1	-4	-8	1.4	14	0.9	1	2	10	1.1	2
CCn1cc(CCC(=O)O)c(C)n1	-6	-5	0.9	-7	1	1	-5	-3	1	9
CC(=O)OC1COC(N2CCc3ccccc32)C(OC(C)=O)C1OC(C)=O (stereo not given)	5	11	-0.6	40	1.2	1	-5	-17	0.9	13
O=C(NNC1CC(=O)N(c2ccc(Cl)cc2)C1=O)c1ccccc1Cl (stereo not given)	-7	0	1.7	-7	1.1	1	-2	-5	1	0
CCn1c(SCC(=O)Nc2cc(C)on2)nnc1-c1c[nH]c2ccccc12	0	5	3.9	3	1	1	-2	3	1	-20
O=C1NN(c2ccc(F)cc2)C(=O)/C1=C/c1cccs1	6	9	2.4	8	0.7	1	-2	27	0.9	-15
CN(C)Cc1ccccc1C1(O)c2ccccc2CSc2ccccc21 (stereo not given)	-8	-2	1.2	77*	1.1	1	-1	-5	1	-8
CCOC(=O)C(NC(=O)CC)(Nc1sc(C)c(CC)c1C#N)C(F)(F)F (stereo not given)	-1	-1	1.8	0	1	1	2	-3	1	4
Cc1ccc(C)c(N2CCN(C(=O)c3cc4ccccn4n3)CC2)c1	-8	11	2.0	1	1	1	0	-2	0.9	1
CC1CCN(C(=S)Nc2ccc(SC(F)F)cc2)CC1	-6	4	1.8	72*	0.3	1	1	66*	1	-21
COC(=O)Cc1cc(=O)n(-c2nc3ccccc3[nH]2)[nH]1	-82	8	2.0	-7	0.9	1	0	6	0.9	-15
CCOc1ccc(N(Cc2cc3ccc(C)cc3[nH]c2=O)S(C)(=O)=O)cc1	-5	4	5.1	0	1	1	-2	-3	1	-15
O=c1c2ccccc2nc(N/N=C/c2ccc(O)cc2)n1O	-84	-15	0.7	-5	0.1	1	0	94*	1.2	-35
COc1cccc(C(=O)NCC(=O)OCC(=O)C(C)(C)C)c1	-12	6	-0.4	1	1	1	-4	-4	0.9	11
COc1cc2cc(CN(Cc3nnnn3Cc3ccccc3)CC3CCCO3)c(=O)[nH]c2cc1OC (stereo not given)	2	-1	0.4	5	1	1.1	-9	-3	1	13
CN(/N=C/C=C/c1ccccc1)c1cc(=O)n(C)c(=O)[nH]1	-70	10	1.4	-7	1.1	1	1	-5	0.9	-22
Cc1ccc(N(CC(=O)NCc2cccs2)S(=O)(=O)c2cccs2)cc1	-1	14	3.3	8	1	1	0	-1	0.9	-16
Cc1cc(C)c(C#N)c(N)n1	-15	2	1.9	1	1	1	-5	-4	1	-3
C=CCC(=O)N1CCCC(CCC(=O)NCc2ccccc2F)C1 (stereo not given)	-11	9	-1.3	-3	1.1	1	-4	-6	0.9	4
CCN1CCC(C(N)=O)CC1	-8	2	-0.7	-5	1	1	-5	0	1	-10
CC(=O)c1sc(NC(=O)C2(F)C(F)(F)C(F)(F)C(F)(F)C(F)(F)C2(F)F)nc1C	-4	6	0.4	-3	1.1	1.1	-9	-8	0.9	12
Cc1cccc(NC(=S)N/N=C/c2ccc3c(c2)OCO3)c1	0	6	3.3	3	1	1	-3	2	0.9	-26
CC(C)CCNC(=O)CSc1nc2ccsc2c(=O)n1NC(=O)c1ccccc1	-9	-2	1.9	-13	1.1	1	-4	-5	1	-13
O=C(CCCCCN1C(=O)c2ccccc2C1=O)Nc1nccs1	-12	7	3.4	2	1.1	1.1	-9	-11	0.9	14
O=C(c1ccc(Cl)nc1)N1CCN(C/C=C/c2ccccc2)CC1	-13	-6	0.0	2	1.1	1.1	-7	-7	1.1	2
COc1ccc(C(=O)Oc2cc3c4c(c2)C(C)=CC(C)(C)N4C(=O)C3=O)cc1OC	2	-36	8.4	22	1	1	-1	-4	1.4	9
Cc1cc(C)n(CC(=O)N2c3ccccc3Sc3ccccc32)n1	-2	-3	-0.8	61*	1	0.9	6	-1	1	6
O=C(Nc1ccc(Cl)cc1)Nc1ccccc1CC[N+](=O)[O-]	-21	-12	1.5	9	0.9	1	-4	8	1.1	25
CCOCCCNC(=O)c1ccc2c(c1)N(Cc1ccccc1)C(=O)CS2=O (stereo not given)	-2	1	-0.2	-6	1	1	-1	-4	1	0
Cc1nnc(NC(=O)C2CCCCC2)s1	-1	3	1.2	-9	1.1	1	-4	-8	1	-26
Cc1ccc2nc(CSc3nc(C)cc(C)c3C#N)[nH]c2c1	-23	-39	1.7	14	1	1	-4	4	1.4	-205
Cc1c2cccn2cc[n+]1C	-14	6	0.5	-2	1.1	1	-3	-8	0.9	-11
Cc1ccc(OCC(O)CN2CCN(CC(O)COc3ccc(C)cc3Cl)CC2)c(Cl)c1 (stereo not given)	-8	5	0.4	-1	1	1	-3	-4	0.9	-4
New compounds follow:
SMILES	TNAP inh noacc	bIAP inhibitor	RAM network inh	L major viab	FLuc act counter	TNAP act hi DEA	TNAP inh hi DEA	FLuc inhib CS	bIAP activator	APP transl inh
CC1CC(=O)N(c2ccc(NCc3ccccc3Cl)c([N+](=O)[O-])c2)C1=O (stereo not given)	11	-3	0.4	68*	1	0.9	14	-2	1	-6
S=C(Nc1ccc(Oc2ccccc2)cc1)N1CCN(c2ccccn2)CC1	-6	0	-0.1	0	1	1	-3	-2	1	15
CCOC(=O)C1=C(C)Nc2nc(SCC)nn2C1c1ccc(OC)cc1 (stereo not given)	-3	6	3.3	2	1	1	-1	-4	0.9	1
COc1ccc(CN2CCN(c3ncccn3)CC2)c(OC)c1	-16	3	0.5	-7	1.1	1.1	-8	-5	1	2

High-throughput results: PubChem BioAssay, several laboratories

The order is random; any-hit rate near 13%.
